Insulin prom up = insulin promoter activators in MIN6 cells, imaging, high-content screening, mouse beta cells; z-score at 5 µM; hit rate 0.3% among 190,000; MIN6 insulin promoter-GFP reporter; hits give high values;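 active means z-score above 3 at 5 µM with at least 500 cells counted in the well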
MT stabilize HCS = microtubule stabilizers in HeLa cells, primary screen, imaging, high-content imaging | HeLa tubulin immunostaining HCS, 24 h; share of cells brighter than vehicle mean+2SD | hit rate 0.83% among 200,000 | % tubulin-high responders, % at 10 µM;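 active means plate Z-score above 3 for both tubulin-high and condensed-nucleus cell shares, with cell loss under 80%, at 10 µM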;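 further: anti alpha tubulin signal scored within the nucleus-defined area of each cell; some results filed as inactive read as strong as hits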
K1F lysis inhibition = inhibition of K1F phage lysis, E. coli UTI89, bacterial capsule biogenesis inhibitors, alamar blue (AID 488966). inhibition, % at 100 µM; hits with a dose series show IC50 in µM. E. coli UTI89 K1F phage lysis, alamar blue, 2 h; higher % means a stronger effect. hit rate 0.02% among 340,000;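 active means phage lysis inhibition, versus mean bacterial control, above a set limit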;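 further: capsule biogenesis inhibitors block K1F phage lysis so surviving cells raise fluorescence; higher fluorescence means more inhibition of phage lysis; actives were called in the ten point dose series up to 300 µM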
P. falciparum M17LAP = P. falciparum M17LAP inhibitors, primary screen, biochemical, fluorogenic H-Leu-NHMec substrate, 1536-well (AID 1619); hit rate 0.38% among 220,000; one-dose inhibition, % at 30 µM; IC50 in µM for titrated hits; Leucine aminopeptidase (Plasmodium falciparum (isolate 3D7)); recombinant M17LAP, H-Leu-NHMec fluorogenic kinetic assay; higher % means a stronger effect;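 active means compound inhibiting the enzyme by more than half at any dose during confirmatory dose-response retesting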;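 further: plate controls were full reaction with DMSO carrier for no effect and no enzyme background for full effect; strong numbers were not always called active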
bCat nuc transl = modulators of beta-catenin nuclear translocation, primary screen, imaging, HeLa cells, immunofluorescence, high-content. nuclear translocation activity, % at 5 µM. hit rate 0.3% among 190,000. AID 1665, 2009;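 active means nuclear translocation activity above 50% at 5 µM, with a well cell count of 50 or more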;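 further: per-cell ratio of nuclear to cytoplasmic median beta-catenin stain intensity; plate controls were DMSO negative control for no effect and GSK-3 inhibitor IX positive control for full effect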
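assay system = human HeLa cells, endogenous beta-catenin | times = compound treatment 24 h, 37°C, 5% CO2 | detection = Anti-beta-catenin immunofluorescence on PFA-fixed, Triton-permeabilized cells, DAPI nuclei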
Autophagy HCS = autophagy modulators in MEF cells, primary screen, imaging, high-content, MEF GFP-LC3 | MEF GFP-LC3 puncta imaging; test concentration mostly 10 µM | calls only at 10 µM (by protocol) | hit rate 0.98% among 190,000;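 active means percentage of spot-positive cells more than 3 SD above its plate mean, without a fluorescence outlier flag or 80% toxicity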;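 further: spot-positive cell cutoff set from DMSO-treated cells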
Dynein transport = inhibitors of GR-EGFP nuclear translocation, primary screen, dynein cargo transport inhibitor project, imaging, high-content, 3617.4 mouse cells. test concentration mostly 20 µM; stimulated with dexamethasone, 1 µM; hits give low values. z-score, hits read low. hit rate 0.47% among 220,000. AID 1381, 2008;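 active means plate z-score of nuclear minus cytoplasmic receptor signal below a set negative limit, without overly bright fluorescence or cell loss, cut at about -3.5 in these data, passing the limit was not always enough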;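 further: z-score of nuclear minus cytoplasmic ring GR-EGFP intensity difference per well; some compounds called inactive have numbers as strong as hits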
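Buffer or medium – tet-free medium with charcoal-stripped serum · Signal – automated 10x imaging of fixed Hoechst-stained cells · Also added – dexamethasone agonist, 1.0 µM final, for 30 min · Incubation – induction 48 h, compound 1 h, agonist 30 min · Read-out – GR-EGFP nuclear translocation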
CSM14.1 death rescue = rescue of cells from ER stress-induced death, primary screen, 384-well, CSM14.1, thapsigargin, ATP luminescence (AID 1222); one-dose cellular ATP content (survival), % at 20 µM; EC50 in µM for titrated hits; 190,000 tested, under 10 active; CSM14.1 thapsigargin-induced death rescue, ATP luminescence; higher % means a stronger effect;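 active means EC50 below 50 µM in the dose-response confirmation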;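 further: death triggered by thapsigargin at about 15 µM added after 2 h compound pretreatment; cell ATP read after overnight thapsigargin exposure of roughly 18 to 22 hours; normalized against plate controls of thapsigargin alone and 5% DMSO vehicle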
M1AAP inhibition = P. falciparum M1AAP inhibitors, biochemical, fluorogenic H-Leu-NHMec substrate, 1536-well (AID 1445). Aminopeptidase N (Plasmodium falciparum (isolate 3D7)). recombinant M1AAP, H-Leu-NHMec fluorogenic kinetic assay; higher % means a stronger effect. inhibition, % at 30 µM; hits with a dose series show IC50 in µM. hit rate 0.42% among 220,000;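 active means primary inhibition above the hit cutoff, then over 50% inhibition at one or more dose response concentrations, cut at about 23% in these data, passing the limit was not always enough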;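 further: plate controls were DMSO full reaction for no effect and no enzyme background for full effect; strong numbers were not always called active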
Dynein transport cytoplasmic EGFP = also measured in Dynein transport; calls as there; z-score; measured here: cytoplasmic GR-EGFP intensity; hits give high values
Dynein transport nuclear GR-EGFP = also measured in Dynein transport; calls as there; z-score; measured here: nuclear GR-EGFP intensity;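 lower value marks the stronger effect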
Dynein transport cell count = further read-out of Dynein transport, marked with its call; z-score; measured here: cell count per field
Insulin prom up cell count = also measured in Insulin prom up; calls as there; cell count; measured here: cytotoxicity, nuclei count;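 total cells summed across four imaged fields per well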
bCat nuc transl cell count 5 µM = further read-out of bCat nuc transl, marked with its call; cell count; measured here: cell count, cytotoxicity flag
MT stabilize HCS Hoechst-high % = second read-out of MT stabilize HCS, no call of its own (marks repeat the call); % Hoechst-high responders; measured here: nuclear condensation Hoechst responders;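 share of cells brighter than vehicle mean plus two SD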
MT stabilize HCS cytotoxicity % = also measured in MT stabilize HCS; calls as there; toxicity, %; measured here: cytotoxicity by cell density;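 0% = mean cell density of plate MIN control wells and 100% = no cells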
Autophagy HCS cell loss 18 h = also measured in Autophagy HCS; calls as there; toxicity, %; measured here: cell loss, nuclei count;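 cell loss after 18 h compound exposure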
* = called active by the depositor; [ ] = dose if it differs, or a comment.

What do the screens show for `C=CCn1c(SCC(=O)Nc2ccccc2OC)nc(O)c(CC)c1=O`?
Insulin prom up: 0.92; MT stabilize HCS: 1.8; K1F lysis inhibition: 9.2%; P. falciparum M17LAP: 36%; bCat nuc transl: -5.8; Autophagy HCS: inactive; Dynein transport: -0.094; CSM14.1 death rescue: -1.2%; M1AAP inhibition: 10%; Dynein transport cytoplasmic EGFP: -0.18; Dynein transport nuclear GR-EGFP: -0.083; Dynein transport cell count: 0.1; Insulin prom up cell count: 1101; bCat nuc transl cell count 5 µM: 967; MT stabilize HCS Hoechst-high %: 2.0; MT stabilize HCS cytotoxicity %: 6.2; Autophagy HCS cell loss 18 h: -17

What do the screens show for `Cc1ccc(OCC(=O)Nc2cnn(CCCC(=O)O)c2)c([N+](=O)[O-])c1`?
Insulin prom up: -0.36; MT stabilize HCS: 4.3; K1F lysis inhibition: -0.2%; P. falciparum M17LAP: 5%; bCat nuc transl: -0.5; Autophagy HCS: inactive; Dynein transport: 1.9; CSM14.1 death rescue: -3.8%; M1AAP inhibition: 7%; Dynein transport cytoplasmic EGFP: -0.24; Dynein transport nuclear GR-EGFP: 1.3; Dynein transport cell count: -1.2; Insulin prom up cell count: 1315; bCat nuc transl cell count 5 µM: 1112; MT stabilize HCS Hoechst-high %: 2.1; MT stabilize HCS cytotoxicity %: 0.7; Autophagy HCS cell loss 18 h: 10

What do the screens show for `CC(=O)C1=C(C)NC(C)=C(C(C)=O)C1c1ccc(-c2ccccc2Cl)o1`?
Insulin prom up: -0.47; MT stabilize HCS: 6.0; K1F lysis inhibition: -0.5%; P. falciparum M17LAP: 9%; bCat nuc transl: -3.3; Autophagy HCS: inactive; Dynein transport: -0.058; CSM14.1 death rescue: 0.5%; M1AAP inhibition: -1%; Dynein transport cytoplasmic EGFP: -0.15; Dynein transport nuclear GR-EGFP: 0.32; Dynein transport cell count: 0.24; Insulin prom up cell count: 1456; bCat nuc transl cell count 5 µM: 967; MT stabilize HCS Hoechst-high %: 1.8; MT stabilize HCS cytotoxicity %: 7.9; Autophagy HCS cell loss 18 h: 18

How did CCOC(=O)N1CCN(C(=O)c2cccn3c(=O)c4sccc4nc23)CC1 do in these assays?
Insulin prom up: 0.5; MT stabilize HCS: 2.6; K1F lysis inhibition: 6.5%; P. falciparum M17LAP: -125%; bCat nuc transl: 0.0; Autophagy HCS: inactive; Dynein transport: 0.44; M1AAP inhibition: 11%; Dynein transport cytoplasmic EGFP: -0.21; Dynein transport nuclear GR-EGFP: 0.036; Dynein transport cell count: 0.93; Insulin prom up cell count: 1413; bCat nuc transl cell count 5 µM: 1008; MT stabilize HCS Hoechst-high %: 2.0; MT stabilize HCS cytotoxicity %: 4.2; Autophagy HCS cell loss 18 h: 1

Results for Cc1n(C)c2cc(Cl)ccc2[n+]1Cc1ccccc1 ?
Insulin prom up: -0.61; MT stabilize HCS: 1.6; K1F lysis inhibition: 0.6%; P. falciparum M17LAP: -20%; bCat nuc transl: 0.3; Autophagy HCS: inactive; Dynein transport: 2; CSM14.1 death rescue: 0.9%; M1AAP inhibition: -15%; Dynein transport cytoplasmic EGFP: -0.13; Dynein transport nuclear GR-EGFP: 1; Dynein transport cell count: -1.3; Insulin prom up cell count: 1174; bCat nuc transl cell count 5 µM: 1060; MT stabilize HCS Hoechst-high %: 1.9; MT stabilize HCS cytotoxicity %: 4.4; Autophagy HCS cell loss 18 h: 3

How did CCN(CC)CCn1c(=N)n(CC(O)COc2ccccc2)c2ccccc21 (stereo unspecified) do in these assays?
Insulin prom up: -0.87; K1F lysis inhibition: -0.1%; P. falciparum M17LAP: -3%; bCat nuc transl: 1.0; Dynein transport: 1.3; M1AAP inhibition: -6%; Dynein transport cytoplasmic EGFP: -0.26; Dynein transport nuclear GR-EGFP: 0.53; Dynein transport cell count: 0.16; Insulin prom up cell count: 1197; bCat nuc transl cell count 5 µM: 1231

What do the screens show for `O=C(/C=C/c1ccccc1[N+](=O)[O-])NCCCn1ccnc1`?
Insulin prom up: 0.12; MT stabilize HCS: 1.3; K1F lysis inhibition: 0.0%; P. falciparum M17LAP: 5%; bCat nuc transl: -0.4; Autophagy HCS: inactive; Dynein transport: -0.33; CSM14.1 death rescue: -0.7%; M1AAP inhibition: 4%; Dynein transport cytoplasmic EGFP: -0.31; Dynein transport nuclear GR-EGFP: -0.17; Dynein transport cell count: 0.59; Insulin prom up cell count: 1517; bCat nuc transl cell count 5 µM: 1489; MT stabilize HCS Hoechst-high %: 1.2; MT stabilize HCS cytotoxicity %: 9.5; Autophagy HCS cell loss 18 h: 7

How did O=C1c2cccc(OCC(=O)N3CCCc4ccccc43)c2CCN1Cc1ccccc1 do in these assays?
Insulin prom up: 0.34; MT stabilize HCS: 5.7; K1F lysis inhibition: -0.1%; P. falciparum M17LAP: 9%; bCat nuc transl: 1.7; Autophagy HCS: inactive; Dynein transport: -0.45; CSM14.1 death rescue: 0.6%; M1AAP inhibition: -3%; Dynein transport cytoplasmic EGFP: -0.27; Dynein transport nuclear GR-EGFP: -0.41; Dynein transport cell count: 0.16; Insulin prom up cell count: 1502; bCat nuc transl cell count 5 µM: 1038; MT stabilize HCS Hoechst-high %: 2.3; MT stabilize HCS cytotoxicity %: 0.8; Autophagy HCS cell loss 18 h: 17

Results for O=C(CSc1nnnn1C1CCCCC1)Nc1nc2c(s1)CCCC2 ?
Insulin prom up: 2.3; MT stabilize HCS: 1.5; K1F lysis inhibition: 1.0%; P. falciparum M17LAP: 21%; bCat nuc transl: 4.6; Autophagy HCS: inactive; Dynein transport: 0.23; CSM14.1 death rescue: -1.4%; M1AAP inhibition: 22%; Dynein transport cytoplasmic EGFP: -0.21; Dynein transport nuclear GR-EGFP: -0.097; Dynein transport cell count: 0.11; Insulin prom up cell count: 1187; bCat nuc transl cell count 5 µM: 1195; MT stabilize HCS Hoechst-high %: 1.0; MT stabilize HCS cytotoxicity %: 5.7; Autophagy HCS cell loss 18 h: 2

How did COc1ccccc1C(=O)Nc1ccc(S(=O)(=O)N2CCCCC2c2cccnc2)cc1 (stereo unspecified) do in these assays?
Insulin prom up: 0.45; K1F lysis inhibition: -0.6%[50 µM]; P. falciparum M17LAP: 2%; bCat nuc transl: 1.2; Dynein transport: 0.33; M1AAP inhibition: 7%; Dynein transport cytoplasmic EGFP: -0.28; Dynein transport nuclear GR-EGFP: -0.16; Dynein transport cell count: 0.55; Insulin prom up cell count: 1396; bCat nuc transl cell count 5 µM: 1158

What do the screens show for `Cc1ccc(CNC(=O)C(=O)NCC2OCCN2C(=O)c2ccc3c(c2)OCO3)cc1` (stereo unspecified)?
Insulin prom up: 0.61; MT stabilize HCS: 1.9; K1F lysis inhibition: 0.3%; P. falciparum M17LAP: -8%; bCat nuc transl: -0.3; Autophagy HCS: inactive; Dynein transport: -0.62; CSM14.1 death rescue: -1.8%; M1AAP inhibition: 1%; Dynein transport cytoplasmic EGFP: -0.23; Dynein transport nuclear GR-EGFP: -0.18; Dynein transport cell count: 0.18; Insulin prom up cell count: 1250; bCat nuc transl cell count 5 µM: 1081; MT stabilize HCS Hoechst-high %: 1.0; MT stabilize HCS cytotoxicity %: 6.8; Autophagy HCS cell loss 18 h: 1

Results for COc1ccc(C2CC(=O)C(C=NCCN3CCN(C(=S)Nc4ccccc4)CC3)=C(O)C2)cc1OC (stereo unspecified) ?
Insulin prom up: -0.24; MT stabilize HCS: 4.2; P. falciparum M17LAP: 5%; bCat nuc transl: -0.3; Autophagy HCS: inactive; Dynein transport: -0.48; CSM14.1 death rescue: -0.4%; M1AAP inhibition: 13%; Dynein transport cytoplasmic EGFP: -0.36; Dynein transport nuclear GR-EGFP: -0.23; Dynein transport cell count: 0.77; Insulin prom up cell count: 1109; bCat nuc transl cell count 5 µM: 1046; MT stabilize HCS Hoechst-high %: 1.6; MT stabilize HCS cytotoxicity %: 5.3; Autophagy HCS cell loss 18 h: 24

How did COc1cccc(NC(=O)C(NCCC(C)C)c2ccccc2)c1 (stereo unspecified) do in these assays?
MT stabilize HCS: 1.6; K1F lysis inhibition: 0.2%; P. falciparum M17LAP: 1%; Autophagy HCS: inactive; Dynein transport: -0.52; CSM14.1 death rescue: 1.0%; M1AAP inhibition: 6%; Dynein transport cytoplasmic EGFP: -0.29; Dynein transport nuclear GR-EGFP: 0.07; Dynein transport cell count: 0.33; MT stabilize HCS Hoechst-high %: 1.4; MT stabilize HCS cytotoxicity %: 1.6; Autophagy HCS cell loss 18 h: 3

How did COc1ccc(NC(=O)C23CCC(C)(C(=O)O2)C3(C)C)cc1 (stereo unspecified) do in these assays?
Insulin prom up: 0.19; MT stabilize HCS: 2.7; K1F lysis inhibition: 0.1%; P. falciparum M17LAP: 5%; bCat nuc transl: 0.8; Autophagy HCS: inactive; Dynein transport: -0.33; CSM14.1 death rescue: 3.2%; M1AAP inhibition: 4%; Dynein transport cytoplasmic EGFP: -0.25; Dynein transport nuclear GR-EGFP: -0.084; Dynein transport cell count: -0.041; Insulin prom up cell count: 1165; bCat nuc transl cell count 5 µM: 1171; MT stabilize HCS Hoechst-high %: 2.1; MT stabilize HCS cytotoxicity %: 7.2; Autophagy HCS cell loss 18 h: -3

Bioassay records (PubChem BioAssay)
